Screening results as filed in PubChem.
ERb coact inh = blocks coactivator binding to human estrogen receptor beta; inhibition, % at 25.6 µM; 86,000 compounds, 1.3% hits; Q92731; TR-FRET ER-beta LBD / SRC1-Cy5 peptide binding; receptor agonist-loaded with 1 µM estradiol;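 active = compounds whose percent inhibition of the receptor-coactivator binding signal exceeds about 50% in the single-dose screen, limit read from the data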;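 also: 0% = receptor plus peptide wells without compound and 100% = peptide-only wells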
PLAP activator = activators of human placental alkaline phosphatase; P05187; purified PLAP enzyme, luminescent substrate read-out; hits give high values; activation fold at 20 µM; 96,000 compounds, 1.2% hits; in the data active = activation fold above about 2
ERa coact inh = ER-alpha (human) coactivator binding inhibition. inhibition, % at 25.6 µM. 86,000 compounds, 1.7% hits. TR-FRET ER-alpha LBD / SRC-1 peptide, estradiol-bound. AID 629; in the data active = inhibition above about 50%;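 also: 0% = receptor plus peptide control and 100% = peptide only without receptor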
E coli WT exp = E. coli BW25113 growth inhibition, expanded screen | OD600 absorbance | growth inhibition, % at 100 µM | 98,000 compounds, 0.15% hits | AID 710;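 active = growth inhibition above about 50% at one test dose, limit read from the data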;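 also: growth measured after 20 h incubation at 37 °C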
ERa SRC1 pot = ER-alpha (human) coactivator binding potentiation. P03372. TR-FRET ERalpha-LBD/SRC-Cy5 coactivator binding, 2 h; 100 = basal binding, no effect. coactivator binding (% of control), % at 25.6 µM. 86,000 compounds, 1.3% hits. AID 639; in the data active = activity above about 200%;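 also: binding measured in presence of low estradiol as agonist stimulus; 0% = peptide alone without receptor and 100% = receptor with peptide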
Mac1 fbg enh = increases human CD11b/CD18 adhesion to fibrinogen | K562 CD11b/CD18 adhesion to fibrinogen, ATPlite luminescence | 93,000 compounds, 0.07% hits | P05107+P11215 | AID 1499 | activation, % at 10 µM;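 active = 10 µM primary screen giving 50% or more activity, confirmed by 40% or more on retest at that dose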; also: strong numbers were not always called active; reference of the scale not given here
Target sequence (P05107 whole entry, looked up, other chains not shown): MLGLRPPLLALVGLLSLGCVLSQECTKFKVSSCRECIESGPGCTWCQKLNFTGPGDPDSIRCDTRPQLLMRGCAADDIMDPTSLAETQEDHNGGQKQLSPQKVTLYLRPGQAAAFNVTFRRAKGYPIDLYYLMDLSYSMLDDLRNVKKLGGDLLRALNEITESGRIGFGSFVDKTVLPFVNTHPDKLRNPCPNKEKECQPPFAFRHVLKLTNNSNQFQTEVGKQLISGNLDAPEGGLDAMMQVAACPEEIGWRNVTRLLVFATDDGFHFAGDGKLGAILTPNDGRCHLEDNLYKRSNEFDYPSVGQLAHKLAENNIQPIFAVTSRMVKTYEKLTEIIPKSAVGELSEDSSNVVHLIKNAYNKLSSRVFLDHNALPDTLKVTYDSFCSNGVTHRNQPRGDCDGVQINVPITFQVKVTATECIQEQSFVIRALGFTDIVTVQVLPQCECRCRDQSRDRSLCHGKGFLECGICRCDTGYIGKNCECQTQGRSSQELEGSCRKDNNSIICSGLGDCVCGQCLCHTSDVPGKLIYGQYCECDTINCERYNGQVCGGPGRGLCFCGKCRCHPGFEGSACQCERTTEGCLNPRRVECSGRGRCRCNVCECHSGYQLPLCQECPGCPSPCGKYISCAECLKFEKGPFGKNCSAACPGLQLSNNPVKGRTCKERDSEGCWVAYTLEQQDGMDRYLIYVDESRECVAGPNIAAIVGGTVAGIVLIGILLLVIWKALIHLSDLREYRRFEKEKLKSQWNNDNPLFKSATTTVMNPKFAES
FAK blocker = inhibitors of human focal adhesion kinase. Q05397. biochemical FAK kinase activity assay. inhibition, %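 (tested at 7 µM)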. 97,000 compounds, 0.84% hits. AID 727; in the data active = inhibition above about 19%;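 also: 0% = DMSO and 100% = reference compound high control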
Mac1 fbg inh = inhibitors of human CD11b/CD18 binding to fibrinogen | inhibition, % at 10 µM | P05107+P11215 | K562 CD11b/CD18 adhesion to fibrinogen, ATPlite luminescence; Mn2+ added to activate the integrin | 93,000 compounds, 0.54% hits | AID 1497;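 active = primary inhibition of 50% or more at 10 µM, then 40% or more on retest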; also: some results filed as inactive read as strong as hits
MT1-MMP txn act = activates MT1-MMP transcription | HT1080 MT1-MMP promoter luciferase reporter, luminescence, overnight; hits give high values | activation factor at 10 µM | 86,000 compounds, 0.16% hits | AID 750;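 active = activation factor of at least 2 for MT1-MMP transcription at 10 µM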
* hit, by the source's call; / = no result given; [ ] = another dose, or the depositor's remark.

SMILES	ERb coact inh	PLAP activator	ERa coact inh	E coli WT exp	ERa SRC1 pot	Mac1 fbg enh	FAK blocker	Mac1 fbg inh	MT1-MMP txn act
CCc1c(C)nc2ncnn2c1N1CCCC(C(=O)Nc2ccc(NC(C)=O)cc2)C1 (stereo unspecified)	-10	1.4	-8	5	105	/	1	/	1.1
CCn1cc(C(=O)N2CCCc3ccccc32)c2cc(OC)c(OC)cc2c1=O	2[fluorescence artefact?]	1.5	0	-1	110	-5	-1	12	1
Cc1ccc(-n2ncc3c(=O)n(CC(=O)NC4CCCCC4)cnc32)cc1C	13[fluorescence artefact?]	1	6[fluorescence artefact?]	/	92[fluorescence artefact?]	-1	5	4	1.1
Cc1cc(OCC(O)CN(CCO)CCO)ccc1Cl (stereo unspecified)	/	1.2	/	1	/	-2	0	9	1.1
CCOC(=O)c1sc(=S)n(-c2ccc3c(c2)OCO3)c1N	13	0.9	14	-2	84[fluorescence artefact?]	/	6	/	1.2
CC(C)=C1SC(N2CCN(c3ccc(C)cc3)CC2)=NC1=O	-12	/	-11	/	109	/	1	/	1
Cc1ccc(S(=O)(=O)N2CCC(C(=O)Nc3ccccc3N3CCCCC3)CC2)cc1	/	1.7	/	4	/	0	-1	65	1.1
O=c1[nH]c(CN(CCO)CCO)nc2c1C1(CCCCC1)Cc1ccccc1-2	7[fluorescence artefact?]	/	6[fluorescence artefact?]	-5	106	0	1	1	1
Cc1cc(C(=O)COc2nncc3ccccc23)c(C)n1C	16	1.4	-1	7	100[fluorescence artefact?]	-6	-4	-10	1.2
Cc1ccc(CNC(=O)c2ccc3c(=O)n(CC4CCCO4)c(=S)[nH]c3c2)cc1 (stereo unspecified)	-4	1.3	-10	-7	114[fluorescence artefact?]	5	-1	-2	1
CCS(=O)(=O)NCC(c1cccnc1)N1CCN(c2ccccc2F)CC1 (stereo unspecified)	-3	1	-7	1	118	/	0	/	1.3
CCOC(=O)c1ccc(NC(=O)c2c(C)[nH]c(C(=O)OCC)c2C)cc1	4	1.2	8	-9	107	-2	/	-19	1.1
O=C(CSc1nnc(-c2ccc(S(=O)(=O)N3CCCC3)cc2)o1)N1CCCC1	2	/	1	/	107	/	0	/	1.1
CN1CCc2c(c3ccccc3n2C)C1	7	1	0	1	95	/	-6	/	1
CC(=O)N(Cc1c(C#N)c2ccccc2n1C)c1ccccc1	-6	/	1	/	98	/	1	/	1.3
CCCCn1c(NC(=O)CC)c(C#N)c2nc3ccccc3nc21	43	1	72*	-11	221*[fluorescence artefact?]	35	2	-7	1
COCCSc1ccccc1C(=O)Nc1nccs1	3	0.9	1	-2	82	-1	3	-3	/
O=C1CC(c2cccc(F)c2)SC(N(c2ccccc2)c2ccccc2)=N1 (stereo unspecified)	/	0.9	/	-6	/	-8	-4	-8	/
Cc1ccc(S(=O)(=O)CC(=O)NC(C)(C)C)cc1	-10	/	-3	/	111	/	-2	/	1.1
CCOC(=O)N1CCC(Nc2c(NCCN3CCN(c4ccccc4F)CC3)c(=O)c2=O)CC1	-4	1.6	1	6	113	3	4	1	/

Reprinted from the entries so far for reference:
SMILES	ERb coact inh	PLAP activator	ERa coact inh	E coli WT exp	ERa SRC1 pot	Mac1 fbg enh	FAK blocker	Mac1 fbg inh	MT1-MMP txn act
O=C(CSc1nnc(-c2ccc(S(=O)(=O)N3CCCC3)cc2)o1)N1CCCC1	2	/	1	/	107	/	0	/	1.1
CN1CCc2c(c3ccccc3n2C)C1	7	1	0	1	95	/	-6	/	1

An excerpt of these results, bar-delimited:
canonical_smiles | ERb coact inh | PLAP activator | ERa coact inh | E coli WT exp | ERa SRC1 pot | Mac1 fbg enh | FAK blocker | Mac1 fbg inh | MT1-MMP txn act
O=C(CSc1nnc(-c2ccc(S(=O)(=O)N3CCCC3)cc2)o1)N1CCCC1 | 2 | / | 1 | / | 107 | / | 0 | / | 1.1
CN1CCc2c(c3ccccc3n2C)C1 | 7 | 1 | 0 | 1 | 95 | / | -6 | / | 1

More structures.
SMILES	ERb coact inh	PLAP activator	ERa coact inh	E coli WT exp	ERa SRC1 pot	Mac1 fbg enh	FAK blocker	Mac1 fbg inh	MT1-MMP txn act
Cc1cccc(NC(=O)C2CC(O)CN2C(=O)OCc2ccccc2)c1 (stereo unspecified)	4[fluorescence artefact?]	1	4	1	104[fluorescence artefact?]	0	0	15	0.9
Brc1cccc(-c2cnc3n2CCCCC3)c1	4	1.4	-10	24	101	-4	1	37	1.1
CCn1c(-c2c[nH]c3ccccc23)n[nH]c1=S	2[fluorescence artefact?]	1	-8[fluorescence artefact?]	6	78[fluorescence artefact?]	-5	1	22	1
CCN(CC)c1ccc(N2C(=O)/C(=C\c3cccs3)SC2=S)cc1	0	0.6	-4	-16	96	27	1	-8	1
Cc1c(OCc2nn[nH]n2)ccc2c3c(c(=O)oc12)CCC(C)C3 (stereo unspecified)	10	1.1	10	-2	72	2	-13	-11	1.1
O=C(N/N=C/c1cc2ccccc2nc1Cl)/C(=C/c1cccs1)NC(=O)c1ccccc1	/	1.5	/	-4	/	9	4	-4	/
COCCCNC(=O)c1ccc(N(C)S(C)(=O)=O)cc1	-9	0.9	-9	6	113	1	-3	6	1.1
CCCc1cc(=O)[nH]c(NCc2ccc(Cl)cc2)n1	-7	1	9	22	106	0	3	-3	/
CC(=O)Oc1cc2oc(=O)c3c(c2cc1Cl)CCC3	10	1.1	36	1	75[fluorescence artefact?]	-8	-2	22	1
Cc1onc(-c2ccccc2Cl)c1C(=O)Nc1nnc(-c2cccc([N+](=O)[O-])c2)s1	-5	1.3	8	-3	91[fluorescence artefact?]	-6	-3	90*	/
Cc1cccc(NC(=O)C2CCN(S(=O)(=O)c3cccc4cccnc34)CC2)c1	9[fluorescence artefact?]	1	-1	-3	91	-2	/	-9	1
CCCn1nc([N+](=O)[O-])c(C(C#N)c2nc3ccccc3s2)c(Cl)c1=O (stereo unspecified)	/	1.2	/	-4	/	-8	0	95*	/
CCN(CC(N)=O)S(=O)(=O)c1ccc(Br)cc1	14	0.8	15	-8	105	2	-1	-29	1.1
COc1ccc(-n2c(SCC(=O)NCc3ccco3)nnc2-c2c[nH]c3ccccc23)cc1	0	1.2	2	-6	93	2	-9	-24	/
CCc1[nH]nc2c1C(c1ccncc1)C(C#N)=C(N)O2 (stereo unspecified)	1	0.9	-5	5	133	4	7	6	1.1
CCC1Oc2ccc(C)cc2N(CC(=O)N(Cc2cccnc2)Cc2ccc(C)o2)C1=O (stereo unspecified)	0	1.5	-6	3	86	/	-1	/	1.1
Cc1cc(-c2ccccc2)nc(=O)[nH]1	18	0.9	2	4	100	-2	-3	1	1.1
O=c1cc(-c2ccco2)oc2ccc(Cl)cc12	-2	0.9	-3	-6	115	0	2	-41	1
CCCCCCn1c(SCC(=O)OC)nc2c1c(=O)[nH]c(=O)n2C	0	1	0	0	78[fluorescence artefact?]	-4	/	22	1.1
COc1cccc(Sc2ccccc2CN(C)C)c1	/	1.4	/	6	/	-1	-3	-3	/

Pulled one by one from the entries so far (two):
SMILES	ERb coact inh	PLAP activator	ERa coact inh	E coli WT exp	ERa SRC1 pot	Mac1 fbg enh	FAK blocker	Mac1 fbg inh	MT1-MMP txn act
COc1cccc(Sc2ccccc2CN(C)C)c1	/	1.4	/	6	/	-1	-3	-3	/
CCOC(=O)c1ccc(NC(=O)c2c(C)[nH]c(C(=O)OCC)c2C)cc1	4	1.2	8	-9	107	-2	/	-19	1.1

Other structures follow.
SMILES	ERb coact inh	PLAP activator	ERa coact inh	E coli WT exp	ERa SRC1 pot	Mac1 fbg enh	FAK blocker	Mac1 fbg inh	MT1-MMP txn act
Cc1ccc(S(=O)(=O)N2CCN(C(=O)C3=COCCO3)CC2)cc1C	-5	1.5	-8	6	88	-2	0	-36	/
CCCOc1cccc(CN2CCCCC2c2cccnc2)c1 (stereo unspecified)	1	1.6	-8	8	105	-4	-1	-2	/
CC(C)Cc1oc(C(=O)O)cc1CN	/	1.2	/	-3	/	1	1	-4	/
CC1(C)OC(=O)C2(Cc3ccccc3N3CCCCC32)C(=O)O1 (stereo unspecified)	-11	1	-18	0	113	1	-6	15	1.1
N#CC(C(=O)CCN1C(=O)C2CC=CCC2C1=O)c1nc2ccccc2[nH]1 (stereo unspecified)	34	1	47[fluorescence artefact?]	6	63[fluorescence artefact?]	-4	-1	-31	1.1
O=C(COc1ccccc1)Nc1ccc(S(=O)(=O)N2CCCC2)cc1	-2	0.7	-3	1	107	-2	1	-12	1
O=C(NCC1CCCO1)c1ccccc1NC(=O)c1cccc2ccccc12 (stereo unspecified)	/	0.9	/	4	/	10	-2	-14	/
Cc1cccc(-c2nnc3n2N=C(c2ccc(Br)cc2)CS3)c1	38[fluorescence artefact?]	0.9	56*[fluorescence artefact?]	/	297*	1	/	-10	1.2
COc1cccc(/C=N/n2c(N)c(S(=O)(=O)c3cccs3)c3nc4ccccc4nc32)c1	/	1	/	-4	/	-5	-1	-4	/
CC(=O)C1C(=O)C=C(c2ccco2)CC1c1ccccc1 (stereo unspecified)	5	1.6	-1[fluorescence artefact?]	4	93[fluorescence artefact?]	-1	/	6	1
COc1ccc(N(CC(=O)NC2CCCCCC2)S(=O)(=O)c2c(C)nn(C)c2C)cc1	-4	1.3	6[fluorescence artefact?]	-10	99	-1	-5	-8	1.3
CCOC(=O)N1CCC(N(C(=O)Nc2ccc(CC)cc2)C(C)CC)CC1 (stereo unspecified)	0	1.2	-9	5	146	/	1	/	1.1
COc1ccc(-c2cc(C(F)(F)F)n3ncc(C(=O)NCC4CCCO4)c3n2)cc1 (stereo unspecified)	10[fluorescence artefact?]	1	0	4	173	-2	-1	-12	1.1
O=C(CSc1ncn[nH]1)Nc1ccccc1Sc1ccccc1	/	1.9	/	-1	/	-3	2	9	/
CCOC(=O)c1c(C)c(C(=O)Nc2ccc3c(c2)OCCO3)c(C)n1C	-5	1.3	1	-2	102	1	/	1	1.2
CC12CC(NC(=O)N1c1cccc(C(=O)NCc3ccc4c(c3)OCO4)c1)c1cc(Cl)ccc1O2 (stereo unspecified)	0[fluorescence artefact?]	1.7	6	-5	86	0	-3	-12	/
CN(CC(=O)Nc1ccncc1)S(=O)(=O)c1ccccc1	16[fluorescence artefact?]	0.8	23	4	104	-3	0	-24	1.1
CN1CCN(CC(=O)N2c3ccccc3C(C)(c3ccc(Cl)cc3)CC2(C)C)CC1 (stereo unspecified)	0[fluorescence artefact?]	1.4	3[fluorescence artefact?]	3	110	2	2	-24	1.3
COc1ccc(C(=S)N2CCCCCC2)cc1	-2	/	-1	/	109[fluorescence artefact?]	/	0	/	1.3
CC(=O)c1cc2c(cc1NC(=O)CCNC(=O)c1ccccc1Cl)OCO2	-1[fluorescence artefact?]	0.8	5	-3	86	-2	-5	3	1.2
COc1cc(OC)c(-c2nnc(-c3ccc(OC)c(OC)c3OC)o2)cc1OC	2	1.2	5	-4	112	1	-1	-32	1
CCCNC(=O)C(C)n1c2ccccc2c2nc(=O)cc(C)n21 (stereo unspecified)	/	0.7	/	-2	/	-4	1	2	/
COC(=O)c1ccc(NC(=O)c2ccccc2N(C)S(C)(=O)=O)cc1	-4	1	-2	4	110	1	0	-2	1.1
O=C(NCc1csc(-c2ccccc2)n1)c1ccco1	-3	1	-5	11	108	-1	4	-4	1.5
CC(C)C[C@H](NC(=O)OC(C)(C)C)C(=O)N1CCC(C(=O)N[C@@H](Cc2ccccc2)C(=O)O)CC1	-8	/	-7	4	113	/	1	/	0.9
O=C1CSC(c2cccs2)N1c1ccccc1 (stereo unspecified)	0	1.1	7	7	112	1	1	13	1.1
COc1ccc(NC(=O)CSc2nc3ccccc3c(=O)n2CCNC(C)=O)cc1	-5	1	-5	-4	113	-4	4	-16	1.1
COc1cc(C)ccc1S(=O)(=O)N1CCN(C23CC4CC(CC(C4)C2)C3)CC1	0[fluorescence artefact?]	1.8	7[fluorescence artefact?]	-9	89	-5	0	8	1.4
COC(=O)c1[nH]c2ccccc2c1NC(=O)CNC1CCCCC1	/	1.4	/	3	/	6	-2	-18	0.9
CCCNC(=O)NC(=O)CSc1ncc(C(F)(F)F)cc1Cl	1	0.7	-4	-7	121	4	3	-12	1.1
CCn1c(COc2cccc(OC)c2)nnc1SCC(=O)Nc1ccccc1C(=O)OC	17[fluorescence artefact?]	1.5	21	-21	97	0	2	-12	1.1
O=C(Oc1cccc(-n2cnnn2)c1)C1CCCCC1	-7	0.8	-6	6	117	4	-3	1	1.1
